# Screening data deposited in PubChem by several laboratories.
# Rtt109 Vps75: C. albicans Rtt109 histone acetyltransferase inhibition. AID 540336. hit rate 0.16% among 330,000. Q5AAJ8. purified Rtt109/Vps75, ThioGlo CoA-SH fluorescence, 4 h. inhibition, % at 34.9 µM;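 active = inhibition of at least 50% in every replicate; inconclusive = best replicate reaches 50% inhibition but some replicates fall short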
# Target sequence (Q5AAJ8 whole entry, looked up): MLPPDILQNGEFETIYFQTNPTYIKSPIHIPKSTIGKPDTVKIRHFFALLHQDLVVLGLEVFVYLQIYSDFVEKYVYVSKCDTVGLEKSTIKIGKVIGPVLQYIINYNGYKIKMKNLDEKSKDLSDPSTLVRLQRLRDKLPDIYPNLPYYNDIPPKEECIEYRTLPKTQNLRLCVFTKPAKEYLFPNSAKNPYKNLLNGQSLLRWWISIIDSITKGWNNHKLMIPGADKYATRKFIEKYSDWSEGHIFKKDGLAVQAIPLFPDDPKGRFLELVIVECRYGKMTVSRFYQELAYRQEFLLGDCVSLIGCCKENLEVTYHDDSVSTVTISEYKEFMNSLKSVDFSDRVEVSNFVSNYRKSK
# Keap1 Nrf2 FP: disrupts human Keap1 binding to Nrf2 peptide | inhibition, % at 9.4 µM | hit rate 0.15% among 340,000 | Q14145 | AID 504523 | Keap1 Kelch-Nrf2 peptide fluorescence polarization, 1536-well; in the data active = inhibition above about 12%; inconclusive = no clear call, values can overlap the other calls; inactive = below about 7.3%;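 note: human Keap1 Kelch domain with fluorescein labeled Nrf2 9mer peptide probe; 0% = neutral control wells and 100% = peptide positive control; higher means more block of Keap1 binding to Nrf2 peptide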
# RTF Ca sens inh: cardiac RTF calcium desensitization. IANBD-labeled cardiac RTF, Ca2+ fluorescence. inhibition, % at 7.15 µM. hit rate 0.12% among 340,000. AID 493244;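 active = inhibition above the mean inhibition of all tested compounds plus 3 SD, cut at about 17% in these data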;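 note: assay run at fixed EC70 calcium of 1.6 mM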
# cardiac RTF act: cardiac RTF calcium sensitization; P19429+P45379; IANBD-labeled TnC RTF fluorescence at EC20 calcium; 0% EC20 calcium, 100% full calcium; activation, % at 7.2 µM; hit rate 0.24% among 340,000; AID 493008;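 active = activation above the mean over all tested compounds plus 3 SD, cut at about 30% in these data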;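 note: rise in fluorescence read as greater calcium sensitivity of cardiac thin filaments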
# PKA-R2B activ: PKA-R2B complex activation. P22694+P31323. PKA-R2B holoenzyme dissociation, Cy5-IP20 fluorescence polarization; R2B truncated from residue 108, S112A mutant; 0% DMSO only, 100% 113 µM cGMP. activation, % at 11.4 µM. hit rate 0.079% among 340,000;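 active = activation above a cutoff set at the mean over all compounds plus 3 SD, cut at about 18% in these data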;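 note: higher means more holoenzyme dissociation and a rise in polarization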
# SR-BI DiI-HDL act: activators of SR-BI mediated HDL lipid uptake | activation, % at 12.5 µM | CHO ldlA[mSR-BI] cells, DiI-HDL uptake fluorescence, 3 h; 100 = double the neutral-control signal | hit rate 0.096% among 320,000 | AID 504775;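 active = mean replicate activation of at least 60% and every replicate at or above 60%; inconclusive = mean or all-replicate condition met, but not both; inactive = mean below 60% and not all replicates reaching 60%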;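 note: 0% = median plate neutral-control signal and 100% = twice that signal; values of inactives mirror those of a sister screen read the other way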
#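 Test system: SR-BI-overexpressing, LDLR-lacking CHO cells; Also added: labelled HDL, 10 µg/mL; Measured by: bottom-read cell fluorescence after medium removal, ex 550/em 595 nm; Timing: 3 h uptake period with compound, 37 °C; Buffer or medium: F12, 0.5% BSA, 25 mM HEPES; Doses: single compound concentration, delivered by pin transfer.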
# DAGLB inhibitor: diacylglycerol lipase beta (human) inhibition; Q8NCG7; HEK293T DAGLB membrane lysate, EnzChek fluorogenic substrate; inhibition, % at 5.17 µM; hit rate 0.059% among 340,000; in the data active = inhibition above about 34%;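 note: 0% = enzyme with vehicle and 100% = wells lacking enzyme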
# Target sequence (Q8NCG7 whole entry, looked up): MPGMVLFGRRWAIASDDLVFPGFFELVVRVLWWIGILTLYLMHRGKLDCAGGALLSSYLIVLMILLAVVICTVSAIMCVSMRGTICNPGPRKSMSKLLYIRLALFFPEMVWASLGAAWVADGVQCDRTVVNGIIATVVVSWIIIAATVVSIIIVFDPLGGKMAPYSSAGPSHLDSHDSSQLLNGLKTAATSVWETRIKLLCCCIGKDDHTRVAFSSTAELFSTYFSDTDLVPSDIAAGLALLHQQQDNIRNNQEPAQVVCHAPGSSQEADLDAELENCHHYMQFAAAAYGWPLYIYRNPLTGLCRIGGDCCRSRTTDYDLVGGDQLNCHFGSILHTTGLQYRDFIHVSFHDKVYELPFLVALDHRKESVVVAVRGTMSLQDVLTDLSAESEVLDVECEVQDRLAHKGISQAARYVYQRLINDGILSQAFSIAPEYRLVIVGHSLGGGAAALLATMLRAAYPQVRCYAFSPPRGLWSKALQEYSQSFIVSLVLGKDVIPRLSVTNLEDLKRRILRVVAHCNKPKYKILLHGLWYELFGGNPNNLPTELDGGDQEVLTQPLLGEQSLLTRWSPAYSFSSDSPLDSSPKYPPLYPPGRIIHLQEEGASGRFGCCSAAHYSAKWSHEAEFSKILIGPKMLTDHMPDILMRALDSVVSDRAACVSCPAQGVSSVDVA
# CAL PDZ FP-1: human CAL PDZ-peptide interaction inhibition | AID 504414 | hit rate 0.02% among 330,000 | inhibition, % at 20 µM | Q9HD26 | purified CAL PDZ, TMR-peptide fluorescence polarization, 1 h;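 active = highest replicate inhibition of at least 40%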;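 note: plate controls were DMSO neutral control wells for no effect and unlabeled competitor peptide control wells for full effect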
#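 Material: tagged CAL PDZ domain; buffer or medium: 25 mM sodium phosphate pH 7.4, 150 mM NaCl, TCEP, IgG, Thesit; compound dosing: single point, 20 µM; schedule: 1 h incubation at room temperature before polarization reading; measured by: FP readout, S and P plane fluorescence; read-out basis: percent inhibition from loss of millipolarization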
# CAL PDZ FP-2: blocks peptide binding to the human CAL PDZ domain | Q9HD26 | purified CAL PDZ, TMR-peptide fluorescence polarization, 1 h | inhibition, % at 24.9 µM | hit rate 0.92% among 300,000 | AID 602252;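 active = mean inhibition of at least 30% with at least half of replicates also reaching 30%; inconclusive = no clear call, values can overlap the other calls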;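 note: 0% = DMSO neutral control and 100% = excess unlabeled competitor peptide PRC23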
# C-LANA FP: inhibitors of KSHV LANA C-terminal domain DNA binding; MBP-C-LANA/FAM-LBS DNA binding, fluorescence polarization; AID 504423; inhibition, % at 9 µM; hit rate 0.078% among 340,000;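 active = highest replicate inhibition at or above 60% at 9 µM, even if other replicates fall short; inactive = all replicates below 60% inhibition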;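 note: 0% = neutral control wells and 100% = 4 µM acridine orange control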
# Starred values were filed as active, the others as inactive; ? = inconclusive; . = not tested or not shown.
compound	CAL PDZ FP-2	cardiac RTF act	RTF Ca sens inh	PKA-R2B activ	SR-BI DiI-HDL act	Rtt109 Vps75	C-LANA FP	CAL PDZ FP-1	DAGLB inhibitor	Keap1 Nrf2 FP
Cc1cc(C)cc(N(C(=O)c2ccc3c(c2)OCO3)C2C=CS(=O)(=O)C2)c1 (stereo not given)	-3	-3	10	-9	9	2	0.6	-2.8	2	2
CC(OC(=O)CCSc1ccccc1)C(=O)Nc1ccc(S(N)(=O)=O)cc1 (stereo not given)	-6	-9	-6	3	6	4	-1.6	-2.1	4	1
CC1=C(C(=O)OCC(C)C)C23C(=O)c4ccccc4C2(O1)OC(N)=C3C#N (stereo not given)	2	1	-7	2	-30	9	1.5	-1.4	-4	-2
COc1ccc(-n2cc(C(=O)c3cc4ccccc4oc3=O)c(C(C)=O)n2)cc1	-4	4	-7	-7	3	5	0.4	0.1	2	-2
CCn1c(SCC(=O)c2[nH]c(C)c(C(C)=O)c2C)nnc1-c1cccs1	0	6	-1	1	-47	-3	-1.7	-1.7	0	-5
COc1ccc2c(CC(=O)OCC(=O)Nc3ccccc3[N+](=O)[O-])coc2c1	-2	-4	2	2	33	-2	0.5	-2.0	-16	-1
CCOCC(=O)N1CCN(c2cccc(Cl)c2)CC1	3	12	-8	6	-14	1	-0.1	-0.3	0	-2
COc1ccc(-n2cnnc2SCC(=O)N(C)C2CCS(=O)(=O)C2)cc1 (stereo not given)	-4	3	8	6	-1	-2	-0.7	-0.2	0	2
O=C(COC(=O)CCc1nc2ccccc2c(=O)[nH]1)Nc1ccccc1	-2	-6	-5	-3	22	-1	2.2	-0.8	1	-4
CC(C)N(C(=O)Cn1cc(SCC(=O)N2CCCC2)c2ccccc21)C(C)C	-9	4	-5	5	6	0	-0.4	-0.8	2	-5
CCC1C(=O)C(CC)C(c2ccccc2)NC1c1ccccc1 (stereo not given)	-2	1	3	-2	-12	3	-4.4	0.3	-15	-2
COc1ccccc1NC(=O)CCN1C(=O)c2ccccc2S1(=O)=O	.	2	4	-2	-4	-27	0.8	0.6	0	5
COCCNc1nnc(SCC(=O)NC(=O)c2ccc(Cl)cc2)s1	6	-3	5	-2	6	-2	1.5	-2.5	0	2
COc1ccccc1CN(C)C(=O)COC(=O)c1c(C)noc1C	-6	-2	3	-3	-4	7	5.6	-0.2	-1	-3
O=C(CSc1ccccn1)N1CCN(S(=O)(=O)c2ccc(Cl)cc2)CC1	-4	-2	-8	-3	15	2	1.0	-2.6	1	1

# (continued)
compound	CAL PDZ FP-2	cardiac RTF act	RTF Ca sens inh	PKA-R2B activ	SR-BI DiI-HDL act	Rtt109 Vps75	C-LANA FP	CAL PDZ FP-1	DAGLB inhibitor	Keap1 Nrf2 FP
CCOC(=O)C1=C2SCC(=O)N2C(N)=C(C#N)C1	4	3	-6	3	10	-7	2.3	-2.2	-5	-1
CC1CCN(C(=O)CCNC(=O)c2ccccc2)CC1	0	-3	7	-13	6	3	-0.3	-2.0	-6	-2
Cc1c(CN2CC[C@@H](N3CCN(c4ccccn4)CC3)[C@H](O)C2)[nH]c2ccc(F)cc12	-4	-2	1	2	-26	8	-0.5	-0.2	-1	-2
COC(=O)c1ccc(NS(=O)(=O)c2ccc3c(c2)oc(=O)n3C)cc1	.	12	2	-5	15	-5	0.0	-0.6	-2	2
O=C(c1ccc2nc(N3CCOCC3)sc2c1)N1CCC(Cc2ccccc2)CC1	.	0	-9	-13	-8	10	0.6	-1.5	0	2
O=C(NC(=S)NCc1ccco1)c1cccc(Cl)c1	3	-2	5	-5	.	-4	-0.8	-1.7	-7	1
CCOC(=O)c1c(C)[nH]c(N=Nc2ccc(C)cc2C)c1C	-7	-2	-3	-7	-35	15	-0.5	.	3	0
CCc1nc(Sc2nc(C)cc(C)n2)c2oc3ccccc3c2n1	0	-3	-5	-5	-36	1	4.1	-0.8	-1	-2
Cc1ccc(Cn2nnc3c(=O)[nH]c(C4CCCN(C(=O)Nc5ccc(F)cc5F)C4)nc32)cc1 (stereo not given)	-1	-16	-1	-4	28	38	0.5	-2.1	6	4
CCCC(=O)Oc1ccc(-c2nccc(C(OC)OC)n2)cc1	.	3	-3	-3	6	3	0.3	-0.9	-3	-4
NC(=S)N/N=C/c1ccc([N+](=O)[O-])cc1	2	4	-19	-2	-1	2	0.7	-2.9	3	1
COc1ccc(Cl)cc1N(C(C)C(=O)O)S(C)(=O)=O (stereo not given)	.	-2	-9	2	8	-3	0.0	-0.4	-1	2
O=C(Nc1ccc(F)cc1)N1CCc2ccccc2C1	-2	11	-13	-14	6	6	-0.5	0.8	-1	-4
COc1ccc(CN(Cc2cccn2C)S(=O)(=O)c2ccc(F)cc2)cc1	.	-2	0	6	-47	-9	-1.6	-1.6	-6	1
CN(C)CCNC(=O)c1sc2nc(-c3ccccc3)cc(C(F)(F)F)c2c1N	0	-1	-7	3	.	2	18	1.2	0	-1

# Carrying on.
compound	CAL PDZ FP-2	cardiac RTF act	RTF Ca sens inh	PKA-R2B activ	SR-BI DiI-HDL act	Rtt109 Vps75	C-LANA FP	CAL PDZ FP-1	DAGLB inhibitor	Keap1 Nrf2 FP
CN(C)C(=O)c1cc(C(=O)c2ccccc2Cl)c[nH]1	-3	5	-6	12	-8	-3	-0.2	-0.2	-1	-3
O=C(c1cc(O)c(O)c([N+](=O)[O-])c1)c1ccccc1F	2	-5	-2	8	12	3	2.1	-0.2	38*	-6
COc1ccc(CNC(=O)C2CCNCC2)cc1	-7	-6	-10	2	36	-3	-1.0	0.1	-3	-6
CSCCC(NC(=O)c1ccccc1Cl)C(=O)NCC1COc2ccccc2O1 (stereo not given)	1	-1	-4	-1	14	-1	0.7	-1.5	1	1
Cc1c(C(=O)N(C)C)sc2nc(-c3ccccn3)[nH]c(=O)c12	0	-4	-3	-11	27	-5	-0.1	-0.4	-1	-3
COc1cc(C(=O)NCCSc2ccc(Cl)cc2)cc(OC)c1OC	-4	-3	-16	-3	-11	11	-2.7	0.0	-5	0
CCc1ccccc1NCc1cc(=O)oc2cc(C)ccc12	.	-3	-6	-10	.	-4	-0.9	-0.7	0	-4
CCCN(CCC)CCCNC(=S)Nc1ccc2nc(N3CCCC3)cc(C)c2c1	-3	-2	2	-19	-1	-1	-6.8	-1.4	0	-3
NC(=O)c1cccc(CS(=O)(=O)c2ccc(Cl)cc2)c1	-6	1	-3	-2	5	-1	-2.3	-1.6	0	-2
O=C(CN1CCC(n2nnc3cc(C(F)(F)F)ccc32)CC1)Nc1ccc2c(c1)OCCO2	49*	-2	2	2	10	-2	-0.6	0.1	1	4
CCOC(=O)Cc1cc(-c2ccc(F)cc2)nc2ccc3ccccc3c12	-1	0	1	-12	-63	-1	6.9	1.1	-22	-5
Cc1nc(N2CCN(c3ccccn3)CC2)c2c(C)c(C(=O)Nc3ccc(F)cc3)sc2n1	.	-4	8	-5	.	-9	0.0	-1.5	1	-2
CC(C)NC(=O)NC(=O)COC(=O)CCCSc1nc2ccccc2s1	-2	6	-22	1	-6	.	-0.2	-3.0	-2	2
O=C1C(=O)N(CCS(=O)(=O)c2ccccc2)c2ccc(F)cc21	-1	1	-12	0	9	2	-0.8	-2.9	-3	1
COc1ccc(NC(=O)N2CCOCC2)cc1OC	0	8	-11	-4	?	-18	-0.3	-4.7	3	-4

# Carrying on:
compound	CAL PDZ FP-2	cardiac RTF act	RTF Ca sens inh	PKA-R2B activ	SR-BI DiI-HDL act	Rtt109 Vps75	C-LANA FP	CAL PDZ FP-1	DAGLB inhibitor	Keap1 Nrf2 FP
NC(=Nc1ccccc1)NC(=O)c1nc(Cl)c(N)nc1N	-4	8	2	11	-3	0	1.1	-1.9	1	-3
CCOC(=O)c1c(C)nc2sc3c(=O)n(-c4ccc(OC)cc4)cnc3c2c1-c1ccc(OC)cc1	-2	8	2	-3	-13	-6	-0.2	-1.1	-4	-1
CC(C)(C)NC(=O)CSc1n[nH]c(=O)n1-c1ccccc1	.	-1	-6	-9	-10	2	-1.1	-2.2	0	-4
O=C(CSc1n[nH]c(-c2ccncc2)n1)NCCc1ccccc1	.	2	-2	-14	7	-11	0.3	-0.2	-5	-3
CCN(CC)C(=O)OCCc1cc2ccccc2c(=O)o1	0	-1	-19	14	-9	-5	4.7	0.1	-3	0
CCn1c(Cc2ccccc2)nnc1SCC(=O)N1CCCCC1	0	9	-2	-6	21	0	-0.5	-1.4	-2	6
C/C(=N/NC(=O)c1ccc(C)s1)c1cccc(NC(=O)COc2ccc(Cl)cc2Cl)c1	.	-4	2	-6	-49	-2	0.3	0.1	0	0
CC(=O)N1CCc2cc(S(=O)(=O)N3CCc4ccccc4C3)ccc21	.	-4	-12	-16	11	2	-0.1	0.2	-2	1
CC(=O)Nc1ccc(NC(=O)c2sc(-c3ccccc3)nc2C)cc1	.	5	-15	3	-31	-2	-0.3	-1.9	-1	-5
CCn1c(SCC(=O)Nc2nc(C)cs2)nnc1-c1ccncc1	-4	-6	-13	8	.	7	-1.0	-1.4	1	3
CCOc1ccc(CC(=O)NNC(=S)Nc2ccccc2)cc1Br	-2	-3	0	-24	10	-1	0.7	-0.3	-2	-4
CCCCc1cc(=O)oc2cc(C)cc(OC(C)C(=O)NCc3ccccn3)c12 (stereo not given)	.	3	-8	1	-9	-10	1.3	-1.2	-3	-4
CCC(C)NC(=O)C1CCC(CNS(=O)(=O)c2ccc3c(c2)N(C(C)=O)CCO3)CC1 (stereo not given)	2	4	-4	2	-1	2	-0.5	0.3	-1	-6
O=C(NCCCN=C1NS(=O)(=O)c2ccccc21)c1ccncc1	.	-12	6	4	-10	6	-0.6	-1.8	2	-4
O=Cc1ccc(C(=O)OCC(=O)NCCC2=CCCCC2)cc1	1	-3	5	-11	3	-2	-2.0	-1.0	2	1

# (list continues)
compound	CAL PDZ FP-2	cardiac RTF act	RTF Ca sens inh	PKA-R2B activ	SR-BI DiI-HDL act	Rtt109 Vps75	C-LANA FP	CAL PDZ FP-1	DAGLB inhibitor	Keap1 Nrf2 FP
O=C(CCc1nc2sc3c(c2c(=O)[nH]1)CCCC3)NCC(=O)Nc1ccccc1Br	.	-1	-10	-5	17	5	-3.1	-2.4	1	-2
Cc1cc(C(=O)CN2C(=O)NC(c3ccccc3)(c3ccccc3)C2=O)c(C)n1Cc1ccco1	4	2	-5	-1	-4	3	0.3	-1.0	0	-1
Cc1ccc(-c2[nH]ncc2C(=O)c2cccc(F)c2)c(O)c1	-1	-3	-4	6	-8	1	9.2	-0.4	0	-6
CCOC(=O)/C=C1\SCC(=O)N1CC(=O)NCc1cccc(Cl)c1	-6	3	-32	-10	0	-14	-0.8	-2.0	1	-6
